Myeloid diff MLP = induction of myeloid progenitor differentiation, primary screen, cell-based, flow cytometry, MLPCN library. ER-HoxA9 myeloid progenitors, lysozyme-GFP differentiation. calls only at 10 µM. 360,000 tested, 1% active. AID 624256, 2012;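 active means normalized GFP-positive differentiation at or above the plate's own cutoff, the solvent-only control mean plus 3 SD; inconclusive means no clear call, values can overlap the other calls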;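 further: cells exposed to compound for four days before flow analysis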
Myeloid diff MLP GFP+ MAC1+ % = also measured in Myeloid diff MLP; calls as there; GFP+ MAC1+ double positive, %; measured here: differentiation confirmed by MAC1 staining
* = called active by the depositor; i = inactive; ? = inconclusive; . = no result given; + = active, no number. Some of the compounds tested; count on the stated rates, not on these rows.

structure	Myeloid diff MLP	Myeloid diff MLP GFP+ MAC1+ %
C#CCN(C[C@@H]1[C@@H](OC(=O)Nc2c(C)noc2C)[C@@H](OC(=O)Nc2c(C)noc2C)Cn2c(=O)n(CCCCCC)c(=O)n21)S(=O)(=O)c1ccc(C)cc1	i	1.9
O=S(=O)(c1ccc(=S)[nH]c1)N1CCN(Cc2ccccc2)CC1	i	0.4
COc1ccc(-c2sc3cc4c(cc3c2C#Cc2ccc(N)cc2)OCO4)cc1	i	1.5
Nc1ccc2cccc(O)c2c1	i	1.0
Cc1ccc(S(=O)(=O)N2CCN(C(=O)COC(=O)C3CC3C)CC2)c(C)c1 (configuration not stated)	i	0.7
COc1ccc(C(CNC(=O)COc2cccc(C(F)(F)F)c2)N2CCCC2)cc1 (configuration not stated)	i	0.3
CCN(c1ccccc1)S(=O)(=O)c1ccc(Cl)c(C(=O)NCc2ccco2)c1	i	0.9
CCOC(=O)[C@]12CCCC=C1N(CCc1ccc(OC)c(OC)c1)C(=O)[C@H](CC(=O)NCCCN1CCCC1=O)C2	i	3.7
COc1ccccc1S(=O)(=O)N(C)C[C@H]1OCc2cnnn2CCCC(=O)N([C@H](C)CO)C[C@@H]1C	i	0.4
N#Cc1cccc(NCC(=O)Nc2cccc(S(=O)(=O)N3CCCCC3)c2)c1	i	0.9
CC1(C)CC[C@]2(C(=O)O)CC[C@]3(C)C(=CC[C@@H]4[C@@]5(C)CC[C@H](O[C@@H]6O[C@H](C(=O)O)[C@@H](O)[C@H](O[C@@H]7OC[C@H](O)[C@H](O)[C@H]7O)[C@H]6O)C(C)(C)[C@@H]5CC[C@]43C)[C@@H]2C1	i	1.7
COc1cc(C2c3cc4c(cc3OC(NNC(N)=S)C2C)OCO4)cc(OC)c1OC (configuration not stated)	?	.
CCCCCCN1C[C@@H](O)[C@H](n2cc(-c3ccc(F)cc3)nn2)C[C@@H]1c1ccc(OC)cc1	i	1.3
COc1ccc(-c2nnc(SCC(=O)N3CCCC3=O)n2N)cc1OC	i	0.2
CCCCn1c(N)c(N(CCOC)C(=O)CN(C)CC(=O)Nc2ccc(Cl)c(Cl)c2)c(=O)[nH]c1=O	i	1.4
CN(Cc1ccccc1)C(=O)CN1CCN(S(=O)(=O)c2ccccc2F)CC1	i	0.2
Cc1cccc(-n2cnc3cc(C(=O)NCC4CCCO4)ccc32)c1 (configuration not stated)	i	0.5
CC[C@@H]1Cc2[nH]c(=O)[nH]c(=O)c2[C@H](c2ccc(Cl)cc2)O1	i	0.5
CCCCOc1ccc(C(=O)NCC(=O)NCC(c2ccc(F)cc2)N2CCOCC2)cc1 (configuration not stated)	i	0.8
COc1ccc(CN(CCCn2cnc3c(OC)ncnc32)CCCn2cnc3c(OC)ncnc32)cc1	i	1.6
CON(C)C(=O)/C=C/CCCCNC(=O)OC(C)(C)C	i	0.6
COc1cc(F)ccc1-c1cc(C(=O)NCc2cccc(Cl)c2)[nH]n1	i	1.1
CCC(CC)n1c(C)cc(=O)n1C(CC)CC	i	1.6
CN(C(=O)c1ccc2c(c1)S(=O)(=O)N=C1CCCCCN12)c1ccccc1	i	3.1
COC(=O)[C@]1(C)CCC[C@@]2(C)C3CC[C@]4(OC(C)=O)C[C@@]3(CCC21)CC4=O (some centres not stated)	i	2.9
COC(=O)c1ccc2nc(-c3ccc(Cl)cc3)c(CC3CCCCC3)n2c1	i	2.2
CC1CC(=O)Nc2ccccc2N1C(=O)CSc1nnnn1C (configuration not stated)	i	0.7
Cc1ccc(NC(=O)COC(=O)Cc2c[nH]c3ccccc23)cc1C	i	1.0
COc1cc(NC(=O)c2cccc3c(-c4cnn(C)c4)coc23)cc(OC)c1OC	+	5.4*
Fc1cccc(CCN2CCNC[C@@H]2CC2CCCCC2)c1	i	2.1
CC1=NN(C(=O)c2ccncc2)C(=O)C1N=Nc1ccc2ccccc2c1 (configuration not stated)	i	1.2
O=C(CN1CCN(C(=O)CCC(=O)N2CCC(c3ccccc3)=N2)CC1)Nc1cccc(F)c1	i	0.8
CCC(CO)Oc1cc(NC(=O)c2ccc(C)cc2)c2ncn(C(C)C)c2c1 (configuration not stated)	i	2.2
Nc1nc(Cl)c2ncn(C3OC(CO)C(O)C3O)c2n1 (configuration not stated)	i	0.4
Cc1ccc(NC(=O)COC(=O)CN2CCCCCC2=O)c(C)c1	i	1.4
COc1ccccc1CNC(=O)c1cc(-c2ccccc2)nn1CC1CC(c2cccnc2)=NO1 (configuration not stated)	i	0.4
COc1ccc(NC(=O)CN2C(=O)NC(CC(C)C)C2=O)cc1S(=O)(=O)N1CCOCC1 (configuration not stated)	i	0.2
CCN1CCN(c2ncc(C(=O)N3CCN(c4ccccc4OC)CC3)c3ccccc23)CC1	i	0.9
CC1CCCN(C(=O)COC(=O)c2cc(Br)ccc2O)C1 (configuration not stated)	i	0.8
CCCCCN(C(=O)CCC(=O)OCc1ccc(Cl)cc1Cl)c1c(N)n(CCCC)c(=O)[nH]c1=O	i	0.4
O=c1[nH]c(-c2ccccc2)ncc1Oc1ccccc1	i	0.5
Cc1cccc(NC(=O)c2nc[nH]c2C(=O)N[C@@H](C)CO)c1	i	0.6
Cc1ccc(Sc2ncccc2C(N)=O)cc1	i	1.1
Cc1cc(O)c(Sc2ccccc2)c(=O)o1	i	1.1
COc1cccc(NC(=O)c2cccc(Cl)c2)c1	i	1.6
COc1ccc(-c2nc3cc(C)c(Br)c(C)n3c2CC(C)(C)C)cc1OC	i	1.5
Cc1c(NC(=O)CCc2ccc(S(=O)(=O)N3CCOCC3)cc2)c(=O)n(-c2ccccc2)n1C	i	0.3
CCOc1cc2[nH]c(=O)n(CC3CCC(C(=O)NCCC(C)C)CC3)c(=O)c2cc1OCC (configuration not stated)	i	0.3
OCCN1CCN(CC/C=C2/c3ccccc3CSc3ccccc32)CC1	i	0.4
O=C(O[C@H]1[C@H](Cc2ccccc2)NS(=O)(=O)[C@H]2C[C@@H]3C=C[C@]12O3)c1ccc([N+](=O)[O-])cc1	i	3.3
COc1ccc(C(C(=O)NC(C)(C)C)N(C[C@H]2CC[C@@H]([C@@H]3CC[C@H](CO)O3)O2)C(=O)c2ccccc2)cc1 (some centres not stated)	i	0.7
Cc1ccccc1Nc1nc(N)nc(COC(=O)[C@@H](NC(=O)c2ccco2)C(C)C)n1	i	1.3
CC(C)(C)C(=O)/C=C1\SCC(=O)N1CC(=O)N1CCN(c2ccccc2)CC1	i	4.6
COc1ccc(Cl)cc1NS(=O)(=O)c1cccc(C(=O)NC2CC2)c1	i	0.8
CN(CC(=O)Nc1ccccc1Cl)CC(=O)Nc1sc2c(c1C(N)=O)CCC2	i	2.0
c1coc(-c2cc3nc(NCc4ccc5c(c4)OCO5)ccn3n2)c1	i	0.6
CC(C)(C)n1nnnc1C(c1ccccc1)N1CCN(c2ccccn2)CC1 (configuration not stated)	i	1.3
CCNC(=O)C1(C)CCCN1C(=O)c1ccc2c(c1)OCO2 (configuration not stated)	i	0.8
CC1(C)CC(=O)C=C(c2cc3ccccc3s2)C1	i	1.8
Cc1onc(-c2ccccc2Cl)c1C(=O)NCc1nnnn1-c1ccc(F)cc1	i	1.0

New compounds follow:
structure	Myeloid diff MLP	Myeloid diff MLP GFP+ MAC1+ %
CCOC(=O)c1ccc(S(=O)(=O)N2CCN(Cc3cc4c(cc3O)OCO4)CC2)cc1	i	2.7
COc1ccc(C2=NOC(C)(c3nnc(-c4ccncc4)o3)C2)cc1 (configuration not stated)	i	1.3
O=C(CCC(=O)c1ccc(Cl)cc1)OCc1nc2ccsc2c(=O)[nH]1	i	0.6
O=C(O)c1cc(S(=O)(=O)Nc2ccc3cn[nH]c3c2)ccc1Cl	i	0.9
Cc1ccc(S(=O)(=O)N2[C@H](CC(=O)c3cccs3)OC[C@@H]2C(C)C)cc1	i	1.8
CNc1ccccc1	i	1.6
CC(=O)NC(c1ccc(F)c(F)c1)c1nc(-c2cc3ccccc3o2)cs1 (configuration not stated)	i	1.1
CCNC(=O)C[C@@H]1CC[C@H]2[C@@H](COC[C@H](O)CN2C(=O)C2CC2)O1	i	1.8
CC(C)CN(C(=O)COC(=O)CCCc1nc2ccccc2s1)c1c(N)n(Cc2ccccc2)c(=O)[nH]c1=O	i	1.1
N#Cc1ccc(C2CC(OCCF)=CC(=O)O2)cc1 (configuration not stated)	i	2.6
O=C(COC(=O)c1nc(Cl)ccc1Cl)NCCc1ccccc1	i	1.1
CCOC(=O)C1Nc2ccc(C)cc2C2C=CCC12 (configuration not stated)	i	1.9

6 compounds out of the list, ordered by heavy-atom count, smallest number first.
structure	Myeloid diff MLP	Myeloid diff MLP GFP+ MAC1+ %
O=C(COC(=O)c1nc(Cl)ccc1Cl)NCCc1ccccc1	i	1.1
CCNC(=O)C[C@@H]1CC[C@H]2[C@@H](COC[C@H](O)CN2C(=O)C2CC2)O1	i	1.8
O=C(CCC(=O)c1ccc(Cl)cc1)OCc1nc2ccsc2c(=O)[nH]1	i	0.6
Cc1ccc(S(=O)(=O)N2[C@H](CC(=O)c3cccs3)OC[C@@H]2C(C)C)cc1	i	1.8
CC(=O)NC(c1ccc(F)c(F)c1)c1nc(-c2cc3ccccc3o2)cs1 (configuration not stated)	i	1.1
CC(C)CN(C(=O)COC(=O)CCCc1nc2ccccc2s1)c1c(N)n(Cc2ccccc2)c(=O)[nH]c1=O	i	1.1

Returning to the listing; the 2 compounds before the break are reprinted first.
structure	Myeloid diff MLP	Myeloid diff MLP GFP+ MAC1+ %
O=C(COC(=O)c1nc(Cl)ccc1Cl)NCCc1ccccc1	i	1.1
CCOC(=O)C1Nc2ccc(C)cc2C2C=CCC12 (configuration not stated)	i	1.9
O=C(O)C1C2CC(C(Br)C2Br)C1C(=O)O (configuration not stated)	i	0.8
C=CCSc1nnc(NC(=O)C2=COCCO2)s1	i	2.1
O=C(COc1ccc(Cl)cc1Cl)NC(=O)NC1CCCC1	i	0.9
Cc1ccc(S(=O)(=O)N2CCOCC2)cc1C(=O)OCC(=O)NCc1ccc2c(c1)OCO2	i	0.7
O=c1[nH]c(=O)n(C(c2ccccc2)(c2ccccc2)c2ccccc2)cc1N(CCO)CCO	i	0.8
CC(C)N(C(=O)CSc1nnc(NC2CC2)s1)c1ccccc1	i	1.3
O=C(OCc1ccccc1)N1C=CC2CC1c1c(Cl)cccc12 (configuration not stated)	i	0.4
O=S(=O)(NCC(c1ccc2c(c1)OCO2)N1CCOCC1)c1ccc(F)cc1 (configuration not stated)	i	0.7
CCc1cc2c(=O)n(CCCOC)c(SCC(=O)Nc3oc(C)c4c(C)n[nH]c(=O)c34)nc2s1	i	0.8
CC(C)C[C@@H](CN)NC(=O)c1nc[nH]c1C(=O)N[C@@H](Cc1ccccc1)C(=O)CNC[C@H](C)NC(=O)c1nc[nH]c1C(=O)N[C@@H](CC(C)C)C(=O)O	i	0.3
Cc1cccc(C)c1-n1nnnc1C1(C)CCC(=O)N1CC(F)(F)F (configuration not stated)	i	0.7
Cc1noc(C)c1S(=O)(=O)N(C)C[C@H]1OCc2cnnn2CCCC(=O)N([C@H](C)CO)C[C@H]1C	i	0.5
CCc1nc2c(OCC(N)=O)cccn2c1N(C)C(=O)c1cccs1	i	0.8
COc1ccc(NC(=O)CN(C)C(=O)COc2ccccc2Cc2ccccc2)cc1	i	0.7
CC(C)(C)n1nnnc1C(c1cc2ccccc2o1)N1CCCCC1 (configuration not stated)	i	0.9
Cc1cc(Cl)ccc1OCCCC(=O)Nc1cc(S(=O)(=O)N2CCOCC2)ccc1N1CCOCC1	i	0.4
Cc1ccc(C(O)c2ncc(-c3ccc(F)cc3)[nH]2)c(C)c1 (configuration not stated)	i	0.8
O=C1NC[C@@H](CCCCN2CCN(CC3CCCCC3)C(=O)C2=O)N(Cc2ccccc2)C1=O	i	1.1
O=C(/C=C/[C@H]1O[C@@H](n2ccc(=O)[nH]c2=O)[C@H](O)[C@@H]1O)N1CCN(CCc2ccccc2)CC1	i	2.1
CC(=O)Nc1ccc(NC(=O)COC(=O)[C@@H]2CCCN2C(=O)c2cccs2)cc1	i	0.0
Cn1c(SCC(=O)NNC(=O)c2ccccc2Br)nnc1C(F)(F)F	i	0.2
O=C(CCS(=O)(=O)c1ccccc1)OCC(=O)N1CCN(S(=O)(=O)c2ccc(Cl)cc2)CC1	i	1.4
C[C@H](CO)N1C[C@H](C)[C@@H](CN(C)S(=O)(=O)c2ccc(F)cc2)Oc2c(NC(=O)Nc3ccc4c(c3)OCO4)cccc2C1=O	i	0.6
Cc1cccc(N2CC(C(=O)Nc3cccc(S(=O)(=O)N4CCCCC4)c3)CC2=O)c1C (configuration not stated)	i	1.2
CC(=O)N1CCCc2ccc(NS(=O)(=O)c3ccc(C)cc3)cc21	i	1.1
Cc1ccc(NC(=O)CNC(=O)c2cccc(Cl)c2)nc1	i	1.2
C/C=C/c1ccc2c(c1)O[C@H](CN(C)CC1CCOCC1)[C@@H](C)CN([C@H](C)CO)S2(=O)=O	i	0.5
COc1ccc(OC)c(NC(=S)NCCC(c2ccccc2)c2ccccc2)c1	i	0.2
N#CC1(NC(=O)COC(=O)c2ccc(-c3ccc(O)cc3)cc2)CCCCC1	i	0.7
Cc1cccc(C)c1NC(=O)C1(C)CSCC(=O)N1CC(F)(F)F (configuration not stated)	i	2.1

Screening data: PubChem BioAssay, NMMLSC
